Nrf2 activator = Nrf2 pathway activation; 410,000 compounds, 0.31% hits; AID 624171; Potency, µM (doses to about 46.1 µM), without a hit: at the top dose activation, usual class: activators; AREc32 ARE-luciferase reporter (MCF7-derived line), luminescence, 24 h; further: potency means the concentration at half of the fitted maximal effect; % of control where 0% means no effect; nearly all actives have a fitted effect of over 65% in size
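Cells of the AREc32 ARE-luciferase line are plated in OPTI-MEM containing 5% FBS and left overnight at 37 deg C. Compounds are pinned in, incubation continues 24 hr, and firefly luciferase signal is then measured.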
EPAC2 agonist = agonists of human EPAC2 (RAPGEF4). Q8WZA2. 360,000 compounds, 0.079% hits. Potency, µM (titrated, usually from 154 µM), without a hit: top-dose activation, usual class: activators. EPAC2 activation, biochemical qHTS; response scale: 100% = 6.5 mM cAMP response. AID 720711; further: potency means the concentration at half of the fitted maximal effect; nearly all actives have a fitted effect of over 50% in size
Target sequence (Q8WZA2 whole entry, looked up): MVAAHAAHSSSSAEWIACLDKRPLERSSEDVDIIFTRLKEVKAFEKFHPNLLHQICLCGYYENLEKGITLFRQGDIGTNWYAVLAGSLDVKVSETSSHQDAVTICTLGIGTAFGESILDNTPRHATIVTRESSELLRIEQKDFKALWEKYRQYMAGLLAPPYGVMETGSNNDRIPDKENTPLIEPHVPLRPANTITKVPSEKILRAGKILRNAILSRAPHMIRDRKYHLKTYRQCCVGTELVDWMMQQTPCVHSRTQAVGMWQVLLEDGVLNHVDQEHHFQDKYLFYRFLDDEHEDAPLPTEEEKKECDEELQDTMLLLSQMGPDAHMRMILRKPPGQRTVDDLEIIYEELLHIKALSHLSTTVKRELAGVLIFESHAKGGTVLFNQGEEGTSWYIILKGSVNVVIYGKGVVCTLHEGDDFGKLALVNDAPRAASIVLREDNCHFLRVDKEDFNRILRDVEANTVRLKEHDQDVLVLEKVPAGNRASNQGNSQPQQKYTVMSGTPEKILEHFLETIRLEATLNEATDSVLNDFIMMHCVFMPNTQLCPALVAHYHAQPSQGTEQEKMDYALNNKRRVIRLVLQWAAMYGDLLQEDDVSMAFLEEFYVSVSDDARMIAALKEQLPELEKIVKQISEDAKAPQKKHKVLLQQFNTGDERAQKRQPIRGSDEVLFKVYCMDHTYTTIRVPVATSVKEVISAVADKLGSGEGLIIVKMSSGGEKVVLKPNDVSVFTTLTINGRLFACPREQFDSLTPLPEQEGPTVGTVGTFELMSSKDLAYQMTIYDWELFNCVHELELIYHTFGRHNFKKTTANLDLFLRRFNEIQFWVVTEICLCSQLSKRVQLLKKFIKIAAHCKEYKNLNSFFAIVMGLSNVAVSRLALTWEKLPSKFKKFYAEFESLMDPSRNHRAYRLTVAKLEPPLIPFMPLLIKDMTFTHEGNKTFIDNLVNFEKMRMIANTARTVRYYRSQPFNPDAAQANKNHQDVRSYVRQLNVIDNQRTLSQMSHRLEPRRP
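EPAC2 (100 nM) mixed with Rap1B loaded with BODIPY-GDP (250 nM) plus 50 uM unlabeled GDP; compounds pinned in, 5 min RT, then read every 5 min for 30 min (ex 480, em 540 nm). Normalized to cAMP control.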
HepG2 tox = kills HepG2 cells in TGF-b inhibitor counter-screen. HepG2 CAGA-GFP viability, ATP luminescence, 18 h. Potency, µM (top dose mostly 46.1 µM), for inactives: at the highest dose activity change, negative = cytotoxicity, usual class: cytotoxic. 410,000 compounds, 0.76% hits; further: potency means the concentration at half of the fitted maximal effect; some results filed as inactive show a strong effect at the top dose
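HepG2 CAGA-GFP cells (1000/well, DMEM with 1% FBS) received compound, then TGF-beta at 500 pg/mL final, and were incubated 18 hours at 37 degrees C. Viability was read by CellTiter-Glo luminescence. Media-only wells were set as complete cell-killing and DMSO as no toxicity.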
Nrf2 inh = Nrf2 pathway inhibition; A549 ARE-Fluc reporter, luciferase luminescence, 18-24 h; 360,000 compounds, 2.1% hits; Potency, µM (highest dose often 46 µM), for the others: at the highest dose activity change, negative = inhibition, actives largely listed as inhibitors; further: potency means the concentration at half of the fitted maximal effect; on the % scale 0 is the no-effect control and ±100 the full control effect; nearly all actives have a fitted effect of over 60% in size
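Quantitative HTS in A549 cells stably bearing an antioxidant response element-firefly luciferase construct. Inhibition of Nrf2-driven transcription was scored by luminescence after 18-24 h of compound exposure at 37 °C.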
IL2 activator = activators of IL-2 | 360,000 compounds, 0.065% hits | AID 652025 | IL-2 activation reporter assay, cell-based qHTS; stimulated with anti-CD3/CD4/CD28 beads; in transgenic mouse T cells | activation, % (series mostly up to about 46 µM); in the data active means activation above about 50%; inconclusive means mostly about 30% to 49%; further: 0% is about no effect
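Unstimulated transgenic mouse T cells preincubated 60 min with compound, then stimulated with anti-CD3/anti-CD4-coated beads plus anti-CD28 for 18 h at 37 degrees C. IL-2 response read as EGFP and DsRed fluorescence by plate cytometry.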
TGFb inhibitor = blocks TGF-b signaling; HepG2 CAGA-GFP TGF-b/SMAD3 reporter, GFP fluorescence, 18 h; TGF-beta stimulated, 500 pg/mL final; Potency, µM (highest dose often 46.1 µM), inactives show at the top dose activity, negative = inhibition, most hits filed as inhibitors; 410,000 compounds, 1.2% hits; further: potency means the concentration at half of the fitted maximal effect; on the % scale 0 is the no-effect control and ±100 the full control effect; nearly all actives have a fitted effect of over 65% in size
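Cell-based qHTS in HEPG2 carrying a CAGA-GFP Smad reporter; compounds added before 500 pg/mL final TGF-beta, 18 h incubation at 37 degrees C, GFP fluorescence quantified per cell by imaging cytometry.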
S2 tox = reduces viability in counter-screen for ATXN expression inhibitors; S2 cells (HEK-293 line with an ATXN2-luciferase reporter) viability, CellTiter-Fluor protease fluorescence, 24 h; Potency, µM (highest dose often 56.7 µM), most hits filed as cytotoxic; 400,000 compounds, 0.49% hits; AID 651635; further: potency means the concentration at half of the fitted maximal effect; nearly all actives have a fitted effect of over 40% in size
A549 viability = A549 cytotoxicity, counter-screen for Nrf2 inhibitors; A549 ARE-Fluc cells, CellTiter-Fluor viability, 18-24 h; Potency, µM (top dose mostly 46 µM), without a hit: at the highest dose activity change, negative = cytotoxicity, usual class: inhibitors; 390,000 compounds, 0.16% hits; AID 504648; further: potency means the concentration at half of the fitted maximal effect; on the % scale 0 is the no-effect control and ±100 the full control effect
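A549 ARE-Fluc cells in 5% FBS OPTI-MEM, 5000 cells/well, rested 2 h then exposed to compounds in concentration-response for 18-24 h at 37 °C. Viability by CellTiter-Fluor fluorescence (Ex 405/Em 525) after 30 min; luciferase luminescence (BugLite, 15 min, RT) read afterwards.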
ATXN2 expr inh = inhibitors of ATXN2 expression; HEK-293 ATXN2-luciferase reporter, luminescence, 24 h; Potency, µM (top dose mostly 57 µM), without a hit: top-dose activity change, negative = inhibition, usual class: inhibitors; 360,000 compounds, 0.72% hits; AID 1745845; further: potency means the concentration at half of the fitted maximal effect; on the % scale 0 is the no-effect control and ±100 the full control effect; nearly all actives have a fitted effect of over 55% in size
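ATXN2-luciferase reporter cells (luciferase flanked by upstream and downstream ATXN2 gene portions) were treated 24 h at 37 °C with compounds at up to 57 uM. SteadyGlo luminescence gave expression; GF-AFC fluorescence gave viability.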
* hit, by the source's call; i = inactive; ? = inconclusive; nt = no result given; & = joins results of further samples; [ ] = another dose, or the depositor's remark. Unless noted, the call rests on the fitted dose curve; in most records, active means well fitted curve in the direction sought with a large enough effect; inconclusive means small, poorly fitted or top-dose-only effect, or another doubt; inactive means no such curve, though single readings can be large; an effect the other way counts as inactive or inconclusive.

SMILES	Nrf2 activator	EPAC2 agonist	HepG2 tox	Nrf2 inh	IL2 activator	TGFb inhibitor	S2 tox	A549 viability	ATXN2 expr inh
Cc1ccc(NC(=O)c2oc3ccccc3c2NC(=O)C2CC2)cc1	-0.4%	0%	-2%	?	0.2	2%	i	0%	-6%
C=C(C)C(=O)N1CC2(CC(c3cccc(NC(=O)COc4ccc(Cl)cc4)c3)=NO2)C[C@@H]1C(N)=O (some centres undefined)	0.4%	3%	-6%	-5%	1.1	1%	?	0%	-5%
O=C(CN1C(=O)NC2(CCCC2)C1=O)Nc1nc(-c2ccc(F)c(F)c2)cs1	2.1%	7%	-7%	-24%	0.0	-4%	i	-7%	-13%
COC(=O)c1c(NC(=O)c2ccccc2OC)sc(C(=O)N2CCOCC2)c1C	-0.7%	-3%	10%	-3%	3.3	0%	i	-7%	-17%
O=C(Cc1cccc(NC(=O)C2CCN(C(=O)C3CC3)CC2)c1)Nc1cccc(C(=O)N2CCOCC2)c1	-0.4%	-4%	2%	21%	0.2	-20%	i	-10%	11%
Cc1cc(NC(=O)CSc2nnc(-c3ccccc3)n2C)no1	3.1%	5%	20%	3%	-2.1	14%	i	1%	-3%
NC(=O)CC1NC(=O)c2ccccc21 (centres undefined)	-0.2%	10%	4%	9%	-1.2	-19%	i	nt	-4%
CCN(C)C1CN(Cc2cn(CCCOC)nn2)S(=O)(=O)C1 (centres undefined)	-1.4%	9%	nt	nt	-0.6	nt	i	nt	12%
COc1ccc(OC)c(S(=O)(=O)N(C)CC(=O)N2CCN(c3ccccc3)CC2)c1	-2.3%	-12%	-16%	-12%	1.1	-4%	i	1%	3%
CC/C(=N\N=C1\SC(C)C(=O)N1Cc1ccco1)c1ccccc1 (centres undefined)	2.5%	-4%	-1%	?	1.8	2%	i	0%	8%
CSC(=Nc1cccc(C)c1)NC#N	5.4%	5%	-18%	-5%	-0.3	-7%	i	5%	2%
C[C@H](CO)NC(=O)c1[nH]cnc1C(=O)Nc1cccc(Cl)c1	6.0%	-5%	-10%	nt	-2.0	-6%	i	nt	-14%
COc1cc(NC(=O)c2ccccc2)c(OC)cc1NC(=O)CN1C(=O)N(C)C2(CCCCC2)C1=O	0.7%	7%	7%	-25%	0.1	?	i	-4%	-7%
CCOC(=O)c1c(C)oc2c(F)c(F)c(F)c(F)c2c1=O	0.7%	7%	-6%	-7%	-0.4	-25%	?	?	32µM*
CCOc1cc(/C=N/Nc2nn3cnnc3c3ccccc23)ccc1O	4.9%	13%	-60%	?	-3.3	0%	i	2%	3%
Cc1ccc(C)c(OCC(=O)N/N=C/c2ccc(N3CCOCC3)cc2)c1	-0.2%	-3%	-3%	nt	-0.6	-11%	i	nt	nt
COc1ccc(C2(c3ccc(OC)cc3)NC(=O)N(CC(=O)Nc3ccccc3C)C2=O)cc1	-0.3%	14%	-5%	?	-2.3	-2%	i	1%	4%
NC1=NC(=Nc2ccc(S(=O)(=O)N3CCOCC3)cc2)c2ccccc21	-0.2%	-4%	4%	?	-0.7	-15%	i	-14%	-29%
COc1ccc(NC(=O)CC2(Cc3ccccc3)CCOC(C)(C)C2)cc1 (centres undefined)	1.7%[9.22 µM]	-10%	-5%	12%	0.2	-10%	i	2%	11%
CS(=O)(=O)N1CCC(C(=O)Nc2ccc3c(c2)OCO3)CC1	0.2%	6%	1%	-2%	-1.2	0%	i	11%	6%

An excerpt from above, showing only Nrf2 activator:
| canonical_smiles | Nrf2 activator |
| --- | --- |
| O=C(CN1C(=O)NC2(CCCC2)C1=O)Nc1nc(-c2ccc(F)c(F)c2)cs1 | 2.1% |
| COC(=O)c1c(NC(=O)c2ccccc2OC)sc(C(=O)N2CCOCC2)c1C | -0.7% |
| O=C(Cc1cccc(NC(=O)C2CCN(C(=O)C3CC3)CC2)c1)Nc1cccc(C(=O)N2CCOCC2)c1 | -0.4% |

Further records follow:
SMILES	Nrf2 activator	EPAC2 agonist	HepG2 tox	Nrf2 inh	IL2 activator	TGFb inhibitor	S2 tox	A549 viability	ATXN2 expr inh
CCOC(=O)C1=C(C)NC(=O)NC1/C=C\c1ccccc1 (centres undefined)	2.8%	-3%	6%	-9%	0.6	9%	?	1%	-6%
Cc1ccc(C)c(NC(=O)c2ccc3c(=O)n4c(nc3c2)CCC4)c1	4.0%	0%	-5%	14%	-0.7	7%	nt	2%	nt
CCC1Nc2ncnc(N3CCN(c4ccccn4)CC3)c2N(Cc2ccc(Cl)cc2)C1=O (centres undefined)	7.4%	27%	-1%	-17%	0.2	-14%	i	2%	-24%
COc1ccc(N2CCN(C(CNC(=O)C(=O)NCCc3c[nH]c4ccccc34)c3ccco3)CC2)cc1 (centres undefined)	1.8%	-12%	-38%	-2%	1.3	-23%	i	0%	2%
CCOc1ccccc1NC(=O)CSc1nnc(-c2ccco2)n1Cc1ccco1	1.6%	2%	-12%	4%	-1.5	-5%	i	nt	-13%
O=C1c2ccccc2C(c2nnnn2Cc2ccccc2)N1CCCN1CCOCC1 (centres undefined)	-0.6%	1%	nt	nt	0.5	nt	i	nt	8%
O=C(CCCSc1nc2ccccc2s1)Nc1nccs1	0.1%	12%	-32%	6%	-1.9	0%	i	1%	7%
Cc1cccc(NC(=S)NNC(=O)CCn2nc(C)c([N+](=O)[O-])c2C)c1	3.4%	10%	-16%	-19%	-0.5	5%	i	4%	-2%
CCn1cc([N+](=O)[O-])c(C(=O)N2N=C(c3ccc(O)c(OC)c3)CC2c2ccccc2O)n1 (centres undefined)	4.0%	13%	-7%	15%	-2.0	?	i	-1%	-12%
Cc1cnc(C(=O)OC(C)C(=O)Nc2ccc(Cl)cn2)cn1 (centres undefined)	-0.8%	-5%	4%	7%	2.8	6%	i	1%	-7%
Cc1cccc(NC(=O)CN(CC2CCCO2)C(=O)c2ccc(S(C)(=O)=O)cc2)c1C (centres undefined)	-0.1%	-7%	-1%	-19%	-2.1	13%	i	1%	-4%
COc1ccc(C(=O)c2ncc(C(F)(F)F)cc2Cl)cc1	2.1%	0%	4%	2%	0.3	?	i	-1%	-2%
CCCCn1c(N)c(NCc2ccccc2OC)c(=O)[nH]c1=O	3.1%	3%	1%	-4%	-1.1	?	i	0%	5%
COc1ccc(C)cc1NC(=O)CNc1ccc(C(C)=O)cc1	0.8%	-5%	-23%	-16%	-2.3	-5%	i	12%	-11%
Cc1nnc(NC(=O)NC(C)N2C(=O)C3C4C=CC(C4)C3C2=O)s1 (centres undefined)	-0.2%&0.0%	-1%&7%	0%&-64%	0%&-5%	0.4&0.8	4%&5%	i	9%&-12%	9%&-6%
CC(C)CC(=O)Nc1sc2c(c1C(=O)O)CCCCC2	-0.5%	8%	9%	-15%	3.5	-1%	i	17%	nt
CC(C)c1ccc(Oc2cccc(C(=O)/C(C#N)=C/N(C)C)c2)cc1	0.1%	8%	-33%	-16%	-0.6	1%	i	0%	7%
CC1CN(C(=O)/C=C/c2ccccc2Cl)CC(C)O1 (centres undefined)	0.7%	0%	-14%	-15%	0.6	1%	?	2%	24%
CC(C)C(NS(=O)(=O)c1cccc2nsnc12)C(=O)N1CCCCC1 (centres undefined)	0.0%	-10%	3%	15%	-0.5	2%	i	-4%	9%
CCN(CC)c1ccc(S(=O)(=O)N2CCOCC2)cc1NC(=O)CNCc1ccccc1	-0.8%	23%	-12%	-1%	0.2	?	i	-16%	nt
N#CCCn1nc(-c2ccccc2)cc1Nc1ccccc1NC(=O)C(F)(F)F	1.7%	10%	1%	-18%	-1.3	-12%	i	-11%	0%
CC(=O)CCc1ccc(OCC(=O)Nc2cccc(S(=O)(=O)N(C)c3ccccc3)c2)cc1	9.2%	8%	-32%	3%	-0.6	-28%	i	7%	16%
O=C(Cn1c2ccccc2c2nc3n(c(=O)c21)CCS3)Nc1ccccc1C(F)(F)F	0.1%	-5%	-2%	7%	-0.8	1%	i	1%	-18%
CCOC(=O)C1CCN(C(=O)Nc2ccccc2Cl)CC1	2.0%	8%	-38%	-14%	-1.6	1%	i	1%	0%
CC(=O)C1=C(O)CC(C)(C)CC1=NCCc1nc2ccccc2[nH]1	0.1%	-1%	-21%	6%	-0.8	22%	i	0%	-1%
CCCOc1ccc(NC(=O)CCC(=O)NC(C)c2ccccc2)cc1 (centres undefined)	0.5%	5%	7%	-27%	-0.6	-3%	?	1%	?
CCc1sc(Nc2ccc(Cl)cc2)nc1-c1cc2cccc(OC)c2oc1=O	3.5%	nt	-20%	nt	nt	-34%	?	1%	1%
COC(=O)c1ccc([C@H]2Nc3ccc(S(=O)(=O)Nc4ccc(C)cc4)cc3[C@H]3C=CC[C@H]32)cc1	-0.4%	nt	-5%	-1%	nt	-3%	?	0%	5%
c1nc(COc2nsnc2N2CCOCC2)cs1	-0.4%	0%	-7%	?	-2.3	-5%	i	-10%	-3%
COCc1nnc(NC(=O)C2CC(=O)N(C3CCCC3)C2)s1 (centres undefined)	0.0%	4%	0%	-11%	2.0	?	i	3%	3%
O=C(O)CSc1ccc(NC(=O)Nc2ccccc2F)cc1	-0.8%	5%	-30%	-5%	-0.1	-21%	i	6%	nt
CC(C)c1ccc(NC(=O)CCN2C(=O)c3ccc([N+](=O)[O-])cc3C2=O)cc1	-0.1%	-6%	-15%	nt	-3.6	-12%	i	1%	-4%
O=C(NOCc1ccccc1)c1coc(-c2ccccc2)n1	0.6%	10%	-14%	-9%	1.0	-7%	i	2%	20%
O=C(COc1ccc(Cl)cc1)Nc1ncccn1	-0.9%	0%	5%	nt	-0.2	-11%	i	15%	36%
